PMI inhibitors: inhibitors of human PMI, primary screen, biochemical, fluorescence intensity, coupled assay (AID 1209) | Mannose-6-phosphate isomerase (Homo sapiens) | purified PMI enzyme, coupled fluorescence intensity; higher % means a stronger effect | inhibition, % at 20 µM, or IC50 in µM where a hit was titrated | hit rate 0.42% among 190,000;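 also: plate controls were DMSO vehicle for no effect and wells lacking substrate for full effect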
Siah-1 displacement: Siah-1 peptide-binding antagonists, primary screen, biochemical, fluorescence polarization, rhodamine-plectin, uHTS (AID 1817). E3 ubiquitin-protein ligase SIAH1 (Homo sapiens). hit rate 0.02% among 290,000. Siah-1 / rhodamine-plectin peptide fluorescence polarization; higher % means a stronger effect. one-dose displacement, % at 20 µM; IC50 in µM for titrated hits;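 active = displacement of at least 50% at 20 µM, with a fluorescence ratio check between 0.3 and a set limit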;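 also: plate controls were Siah plus tracer with DMSO for no effect and tracer alone without Siah for full effect; strong numbers were not always called active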
WT yeast gro inh: growth inhibition of WT strain, primary screen, mitochondrial fusion inhibitor project, WT and mutant strains, chemical genetic; inhibition, % at 10 µM; hit rate 2.1% among 190,000; mitochondrial fusion phenotypic screen; AID 1362, 2008; in the data active = inhibition above about 58%; tested in S. cerevisiae
RSV antiviral HEp-2: RSV antiviral activity via CPE protection, HEp-2 cells, primary 10 µM value included (AID 2391) | one-dose CPE inhibition, % at 10 µM; IC50 in µM for titrated hits | HEp-2 cells, RSV-induced CPE inhibition; higher % means a stronger effect | hit rate 0.13% among 310,000; in the data active = a potency from the dose series; inconclusive = CPE inhibition mostly from about 23% at the one dose, without a potency; inactive = the rest, 99 in 100 with CPE inhibition below about 21%; also: strong numbers were not always called active
Myeloid diff MLP: induction of myeloid progenitor differentiation, primary screen, cell-based, flow cytometry, MLPCN library; ER-HoxA9 myeloid progenitors, lysozyme-GFP differentiation; calls only at 10 µM; hit rate 1% among 360,000;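 active = normalized GFP-positive differentiation at or above the plate's own cutoff, the solvent-only control mean plus 3 SD; inconclusive = no clear call, values can overlap the other calls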;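 also: cells exposed to compound for four days before flow analysis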
TNAP activators: human TNAP enzyme activators, primary screen, biochemical, luminescent, no phosphate acceptor, uHTS (AID 1001); Alkaline phosphatase, tissue-nonspecific isozyme (Homo sapiens); purified TNAP, luminescent activation assay, no phosphate acceptor; higher activation fold means a stronger effect; one-dose activation fold at 20 µM; EC50 in µM for titrated hits; hit rate 0.03% among 200,000; in the data active = activation fold from about 3, or a potency from the dose series; inactive = the rest, 99 in 100 with activation fold below about 1.6; also: many of its hits are not listed in these tables
Salmonella PhoP GFP: inhibitors of PhoP regulon expression, primary screen, Salmonella Typhimurium, GFP reporter (AID 1863). inhibition, % at 50 µM; hits with a dose series show IC50 in µM. S. Typhimurium PhoP-regulated promoter GFP reporter, 4 h; higher % means a stronger effect. hit rate 0.16% among 300,000;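 active = inhibition over 29.93%, a cutoff 3 SD above the screen mean, later confirmed by dose response; inconclusive = inhibition over 29.93% but no dose response follow-up; inactive = inhibition at most 29.93% or unconfirmed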;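 also: 0% = low Mg2+ inducing control and 100% = high Mg2+ repressing control; strong numbers were not always called active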
XIAP antagonists: XIAP antagonists, biochemical, IAP family, fluorescence polarization (AID 1018); E3 ubiquitin-protein ligase XIAP (Homo sapiens); XIAP BIR domain, fluorescence polarization peptide displacement; higher % means a stronger effect; displacement, % at 20 µM; hits with a dose series show IC50 in µM; hit rate 0.007% among 200,000; in the data active = displacement above about 50%; also: a part of the inactive calls stands beside numbers as strong as those of hits
human PMI inhibitors: human PMI inhibitors, high substrate, primary screen, biochemical, fluorescence intensity, high mannose 6-phosphate (AID 1220). Mannose-6-phosphate isomerase (Homo sapiens). recombinant PMI enzyme, coupled fluorescence intensity; higher % means a stronger effect. inhibition, % at 20 µM; hits with a dose series show IC50 in µM. hit rate 0.66% among 190,000
WT yeast gro inh mutant strain: also measured in WT yeast gro inh; calls as there; inhibition, %; mitochondrial fusion phenotypic screen, mutant strain inhibition
Myeloid diff MLP GFP+ MAC1+ %: recorded beside Myeloid diff MLP, whose call it bears; GFP+ MAC1+ double positive, %; measured here: differentiation confirmed by MAC1 staining
* hit, by the source's call; i = inactive; u = inconclusive; x = not tested or not shown. Rule as the data show it, unless noted: active = inhibition above about 50%; inactive = the rest.

SMILES	PMI inhibitors	Siah-1 displacement	WT yeast gro inh	WT yeast gro inh mutant strain	RSV antiviral HEp-2	Myeloid diff MLP	Myeloid diff MLP GFP+ MAC1+ %	TNAP activators	Salmonella PhoP GFP	XIAP antagonists	human PMI inhibitors
O=S(=O)(c1ccc(-c2csc(-c3cccnc3)n2)cc1)N1CCOCC1	-4.3%	20.2%	13.6	-19.1	1.0%	i	0.6	1.2	1.2%	-2.4%	-1.5%
C=CCOC(=O)C1=C(C)NC(SCC(N)=O)=C(C#N)C1c1cccs1 (stereo unspecified)	6.7%	10.1%	-4.2	-5.2	3.1%	i	0.4	1	8.9%	-2.1%	0.6%
O=C(c1cc2c(=O)n3ccccc3nc2s1)N1CCN(Cc2ccccc2)CC1	x	10.1%	x	x	2.3%	i	0.3	x	-1.9%	x	x
CCCCCn1c(=O)[nH]c2cc(C(=O)NCc3ccc4c(c3)OCO4)ccc2c1=O	-6.9%	1.4%	0.7	-8.7	0.4%	i	0.7	1	-5.0%	-5.2%	6.5%
O=C(N/C(=C/c1cn(-c2ccccc2)nc1-c1ccccc1)C(=O)N1CCOCC1)c1ccccc1	-5.6%	1.2%	4.0	-2.3	0.9%	x	x	1	-0.9%	-12.0%	-4.2%
CN(C)C(=O)N1CCN(C(=O)c2ccccc2Sc2ccccc2C#N)CC1	-2.0%	2.1%	-5.9	-13.6	-0.3%	i	6.4	1.1	8.7%	-3.5%	-2.4%
C=CCn1c(SCC(=O)Nc2nc(C)cs2)nnc1C(C)NC(=O)c1ccccc1Cl (stereo unspecified)	2.0%	-1.1%	-14.1	-1.0	1.1%	i	0.9	1.1	1.3%	0.7%	1.1%
Cc1ccc(NC(=O)c2ccn(C)n2)c(Br)c1	2.8%	-3.5%	-1.4	-9.8	2.5%	i	0.2	1.1	4.5%	-1.8%	6.0%
CCC1=NN(C(=O)COc2ccccc2)C(O)(c2ccc(Br)cc2)C1 (stereo unspecified)	-5.8%	3.7%	36.9	-0.6	2.3%	i	0.5	0.9	x	-9.6%	-1.8%
COc1ccccc1NC(=S)NCc1ccc(Cl)cc1	x	4.5%	x	x	6.2%	i	0.5	x	10.3%	x	x
O=C(CSc1cn[nH]n1)Nc1ccccc1C(=O)O	x	-1.4%	x	x	0.7%	i	0.8	x	6.9%	x	x
Nc1ncnc(N)c1N=Nc1ccccc1	x	3.9%	x	x	1.7%	i	0.6	x	6.2%	x	x
CC(=C/c1ccccc1)/C=N/NC(=O)c1cnccn1	5.3%	7.9%	-0.3	4.8	1.5%	i	1.9	1.1	7.0%	-2.2%	3.3%
O=C(COC(=O)c1ccc(-c2cnc3ccccc3n2)cc1)c1ccccc1	-12.9%	1.7%	8.6	0.8	1.7%	u	x	1.1	15.3%	-5.6%	-14.5%
Cc1cc(NC(=O)CSc2nnc3c(C)cc4cc(C)c(C)cc4n23)no1	-1.6%	10.7%	-1.7	-18.2	4.5%	i	6.4	1	6.1%	-5.0%	1.1%
Cc1ccsc1/C=N\NC(=O)CCc1c(C)n[nH]c1C	2.1%	3.5%	3.6	8.3	3.2%	i	0.8	1	2.3%	-3.1%	-3.0%
CC(C)COC(=O)N1CC(O)CC1C(=O)O (stereo unspecified)	12.0%	0.9%	-8.8	1.4	-1.8%	i	0.7	1.1	8.3%	0.2%	6.1%
Cn1c(=O)c2c(nc(CN3CCC(C(N)=O)CC3)n2CCc2ccccc2)n(C)c1=O	6.4%	6.6%	8.0	13.4	0.6%	i	0.7	1.1	-2.3%	-9.6%	9.4%
COc1ccccc1C1CN(c2ccccc2)N=C1c1cccs1 (stereo unspecified)	-26.5%	0.3%	22.5	-6.3	6.8%	i	7.5	1.2	-6.0%	-6.1%	-18.4%
C#CCOCCOCCOCCNc1nc(N2CCN(C(=O)Cn3cc(CC(C)O)nn3)CC2)nc(N2CCN(C(=O)[C@H]([C@@H](C)CC)n3cc(CCCN=C(N)N)nn3)CC2)n1 (stereo partly specified)	-4.5%	-3.1%	2.7	-22.7	-0.2%	i	0.9	1.1	5.2%	-5.7%	37.6%
COc1ccc(NC(=O)COC(=O)C2CCC2)cc1Cl	x	9.9%	x	x	1.0%	i	0.7	x	8.9%	x	x
Cc1ccc(NC(=O)CC2(CC(=O)O)CCCC2)c(C)c1	x	3.9%	x	x	0.7%	i	0.3	x	2.1%	x	x
COc1cc(Nc2nc3ccc(Cl)cc3n3cnnc23)cc(OC)c1OC	x	-7.0%	x	x	1.2%	i	0.4	x	-2.8%	x	x
COc1ccc(C(C(=O)Nc2ccc(C(C)C)cc2)N(Cc2ccco2)C(=O)CC2NC(=O)NC2=O)cc1 (stereo unspecified)	-3.7%	-1.3%	3.6	2.0	1.8%	i	0.3	1.1	-5.8%	-11.9%	-4.1%
Cc1ccc(S(=O)(=O)N2CCN(Cc3cc(C(C)(C)C)ccc3O)CC2)cc1	x	4.5%	x	x	1.4%	i	0.4	x	0.1%	x	x
Remaining list, next part
SMILES	PMI inhibitors	Siah-1 displacement	WT yeast gro inh	WT yeast gro inh mutant strain	RSV antiviral HEp-2	Myeloid diff MLP	Myeloid diff MLP GFP+ MAC1+ %	TNAP activators	Salmonella PhoP GFP	XIAP antagonists	human PMI inhibitors
Cc1cccc(N2CCN(C(=O)C34CC5CC(CC(C5)C3)C4)CC2)c1C	7.9%	-5.7%	88.0*	56.1*	4.6%	i	2.7	1.1	-0.9%	-1.4%	3.8%
Cc1nnc(SCC(=O)Nc2ccc(N3CCN(S(C)(=O)=O)CC3)cc2)o1	x	-0.9%	x	x	-0.3%	i	0.8	x	-3.5%	x	x
COC(=O)CCS(=O)(=O)c1cc(Cl)ccc1Cl	4.6%	-0.6%	3.4	8.1	1.6%	i	2.7	1.1	-4.9%	-3.2%	8.0%
O=C(NCc1ccco1)c1cc(-c2cccnc2)nc2ccc(Cl)cc12	18.3%	3.3%	12.5	-8.3	0.6%	i	0.7	1.1	-5.0%	-3.9%	13.6%
OC(CN1CCOCC1)c1ccc(F)cc1 (stereo unspecified)	-7.1%	-2.6%	7.2	-4.0	2.3%	i	0.5	1	7.4%	-3.3%	-3.3%
COc1ccc(C2/C(=C(\O)c3ccc4c(c3)OCCO4)C(=O)C(=O)N2c2nc(C)c(C(C)=O)s2)cc1 (stereo unspecified)	x	3.5%	x	x	3.3%	i	2.6	x	-7.8%	x	x
O=C(N/N=C/c1cc(Br)c(O)c(Br)c1O)c1cccnc1	x	-6.9%	x	x	0.9%	i	0.6	x	-3.9%	x	x
COc1ccc(C(C(=O)NC2CCCC2)N(C(=O)c2ccoc2C)c2cc(C)cc(C)c2)cc1 (stereo unspecified)	9.1%	-5.1%	9.5	-0.7	0.5%	i	1.9	1.1	34.4%	-5.2%	5.9%
CN=C(C)/C(C(=O)OC)=C(/O)c1ccc(Cl)cc1Cl	x	-3.1%	x	x	1.7%	i	0.3	x	-2.4%	x	x
O=C(CCC(=O)N(CC(=O)NC1CCCCC1)Cc1ccco1)Nc1nccs1	1.6%	2.9%	-18.5	0.9	-1.0%	i	0.5	1.2	-0.4%	-0.4%	-4.2%
O=S(=O)(c1ccc(F)cc1)N1CCc2ccccc21	x	-9.1%	x	x	2.7%	i	0.4	x	5.4%	x	x
COC(=O)NCC12CC3CC(C1)CC(CNC(=O)OC)(C3)C2	4.9%	1.6%	4.3	-4.2	3.0%	i	0.9	1.1	-3.6%	-3.4%	11.4%
COc1ccc(C2=NO[C@@H]3C(=O)N(c4cccc(C)c4C)C(=O)[C@H]23)cc1OC	20.4%	2.0%	1.2	2.5	0.3%	i	0.7	1.1	10.6%	27.9%	16.4%
CCN(CC(=O)NCc1ccc(F)cc1)C(=O)c1ccc(C)o1	x	12.2%	x	x	0.9%	i	0.7	x	11.7%	x	x
NC(=O)COC(=O)c1ccccc1OCc1ccccc1Cl	-8.6%	-1.5%	-5.8	0.1	2.4%	i	1.1	1.1	0.1%	-7.2%	-6.7%
Cc1ccccc1NC(=O)CCC(=O)N/N=C/c1cc([N+](=O)[O-])ccc1O	11.1%	-10.4%	-19.5	-3.4	3.1%	i	0.9	0.8	95.7µM*	-1.6%	-16.9%
O=C(CCc1nnc(CCCCc2ccccc2)o1)NCCN1CCCCC1=O	2.1%	5.1%	10.3	5.8	0.6%	i	0.8	1.1	3.0%	-3.9%	9.9%
CN1CCCc2cc(C#N)c(=O)[nH]c21	12.9%	-2.5%	52.6	2.7	-0.1%	i	0.7	1.1	5.7%	11.8%	6.7%
CO/N=C\CC(=O)Nc1ccc(Oc2ccccc2)cc1	-17.6%	2.8%	-6.5	7.7	4.0%	u	x	1.1	-0.7%	-3.5%	-12.2%
Cc1nn(-c2ccccc2)c(N2CCCC2)c1/C=N/NC(=O)c1cc(-c2ccccn2)nc2ccccc12	13.3%	0.4%	11.0	-3.4	14.0%	i	0.0	1	-0.2%	-14.1%	8.2%
Cc1ccc(-c2nc(CN(C)C3CCOCC3)c(C)o2)s1	14.0%	-1.3%	4.1	1.8	0.6%	i	1.8	1	-0.5%	-4.6%	16.8%
O=C(CSc1cn(Cc2ccccc2)c2ccccc12)NCc1ccc(F)cc1	7.5%	-3.4%	8.6	2.3	1.1%	i	3.3	1.1	1.9%	-5.1%	13.4%
CS(=O)(=O)N(CC(=O)Nc1ccc2c(c1)OCCO2)Cc1ccc(Cl)cc1	3.9%	-1.6%	-6.6	2.4	0.8%	i	1.4	1.1	10.5%	-0.6%	2.5%
Cc1ccsc1/C=N/n1c(-c2ccncc2)n[nH]c1=S	5.8%	9.1%	-4.0	-3.8	1.2%	i	0.4	1	-9.2%	6.9%	0.2%

Salmonella PhoP GFP, what is marked active above.
| SMILES | PMI inhibitors | Siah-1 displacement | WT yeast gro inh mutant strain | RSV antiviral HEp-2 | Myeloid diff MLP GFP+ MAC1+ % | TNAP activators | Salmonella PhoP GFP | XIAP antagonists | human PMI inhibitors |
| --- | --- | --- | --- | --- | --- | --- | --- | --- | --- |
| Cc1ccccc1NC(=O)CCC(=O)N/N=C/c1cc([N+](=O)[O-])ccc1O | 11.1% | -10.4% | -3.4 | 3.1% | 0.9 | 0.8 | 95.7µM* | -1.6% | -16.9% |

3 neighbouring entries out of the list so far:
SMILES	PMI inhibitors	Siah-1 displacement	WT yeast gro inh	WT yeast gro inh mutant strain	RSV antiviral HEp-2	Myeloid diff MLP	Myeloid diff MLP GFP+ MAC1+ %	TNAP activators	Salmonella PhoP GFP	XIAP antagonists	human PMI inhibitors
O=C(CSc1cn(Cc2ccccc2)c2ccccc12)NCc1ccc(F)cc1	7.5%	-3.4%	8.6	2.3	1.1%	i	3.3	1.1	1.9%	-5.1%	13.4%
CS(=O)(=O)N(CC(=O)Nc1ccc2c(c1)OCCO2)Cc1ccc(Cl)cc1	3.9%	-1.6%	-6.6	2.4	0.8%	i	1.4	1.1	10.5%	-0.6%	2.5%
Cc1ccsc1/C=N/n1c(-c2ccncc2)n[nH]c1=S	5.8%	9.1%	-4.0	-3.8	1.2%	i	0.4	1	-9.2%	6.9%	0.2%

Bioassay records deposited in PubChem by several laboratories.
